DAGLB inh = DAGLB lipase inhibitors, primary screen, biochemical, fluorescence, HTS. inhibition, % at 5.17 µM. 0.059% of 340,000 active. HEK293T DAGLB membrane lysate, EnzChek fluorogenic substrate; in the data active = inhibition above about 34%;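 note: 0% = enzyme with vehicle and 100% = wells lacking enzyme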
Target sequence (Q8NCG7 whole entry, looked up): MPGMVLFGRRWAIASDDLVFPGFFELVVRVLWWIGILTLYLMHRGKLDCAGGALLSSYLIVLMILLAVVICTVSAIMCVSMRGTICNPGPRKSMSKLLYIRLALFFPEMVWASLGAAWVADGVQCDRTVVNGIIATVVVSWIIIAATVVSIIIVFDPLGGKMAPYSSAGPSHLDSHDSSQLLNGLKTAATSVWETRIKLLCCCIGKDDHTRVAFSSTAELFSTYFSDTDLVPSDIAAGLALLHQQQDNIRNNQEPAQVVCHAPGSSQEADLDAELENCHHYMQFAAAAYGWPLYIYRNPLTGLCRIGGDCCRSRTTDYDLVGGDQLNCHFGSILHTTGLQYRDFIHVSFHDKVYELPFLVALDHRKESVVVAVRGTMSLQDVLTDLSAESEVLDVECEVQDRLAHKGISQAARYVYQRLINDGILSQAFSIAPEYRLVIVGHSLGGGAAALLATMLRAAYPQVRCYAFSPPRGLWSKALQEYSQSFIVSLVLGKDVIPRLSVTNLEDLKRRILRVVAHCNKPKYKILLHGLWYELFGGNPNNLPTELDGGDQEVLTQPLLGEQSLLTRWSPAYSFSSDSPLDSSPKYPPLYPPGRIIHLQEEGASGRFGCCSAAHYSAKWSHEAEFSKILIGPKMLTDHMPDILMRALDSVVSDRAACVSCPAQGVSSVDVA
PKA-R2B activ = activators of PKA-R2B holoenzyme, primary screen, biochemical, fluorescence polarization, Cy5-IP20, human | 0.079% of 340,000 active | PKA-R2B holoenzyme dissociation; R2B truncated from residue 108, S112A mutant; 0% DMSO only, 100% 113 µM cGMP | AID 504700, 2011 | activation, % at 11.4 µM | cAMP-dependent protein kinase catalytic subunit beta (Homo sapiens) + cAMP-dependent …;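 active = activation above a cutoff set at the mean over all compounds plus 3 SD, cut at about 18% in these data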;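 note: higher means more holoenzyme dissociation and a rise in polarization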
Target sequence (P31323 whole entry, looked up, other chains not shown, the tested form may be a part): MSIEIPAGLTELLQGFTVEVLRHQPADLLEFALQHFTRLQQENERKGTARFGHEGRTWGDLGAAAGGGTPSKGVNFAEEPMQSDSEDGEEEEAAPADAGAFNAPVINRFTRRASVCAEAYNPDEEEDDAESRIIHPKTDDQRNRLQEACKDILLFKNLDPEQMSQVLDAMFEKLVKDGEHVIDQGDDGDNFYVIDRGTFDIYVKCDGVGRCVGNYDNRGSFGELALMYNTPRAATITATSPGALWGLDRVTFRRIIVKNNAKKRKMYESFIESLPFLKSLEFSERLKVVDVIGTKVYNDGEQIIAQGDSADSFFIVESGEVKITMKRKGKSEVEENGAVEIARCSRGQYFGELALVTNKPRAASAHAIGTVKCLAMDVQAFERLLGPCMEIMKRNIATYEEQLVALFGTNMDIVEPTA
NSD2 inh = NSD2 histone methyltransferase inhibitors, primary screen, biochemical, AlphaScreen, single concentration, set 2 | NSD2 peptide methylation, 120 min | inhibition, % at 12.5 µM | 0.54% of 310,000 active | Histone-lysine N-methyltransferase NSD2 (Homo sapiens), O96028; in the data active = inhibition above about 50%
* = called active by the depositor. This is a subset. The share of hits here may be higher or lower than overall.

SMILES	DAGLB inh	PKA-R2B activ	NSD2 inh
CC1(C)CC2(C)CC(=O)C1C(C(=O)O)C2C(=O)O (stereo not drawn)	1	1	1
Cc1ccc(N2CC(C(=O)OCC(=O)Nc3c(C)cccc3C)CC2=O)cc1 (stereo not drawn)	1	6	-1
N#CC(C(O)c1ccccc1)N1CCOCC1 (stereo not drawn)	0	4	-1
COc1ccccc1N1CCN(S(=O)(=O)c2ccc([N+](=O)[O-])cc2)CC1	-1	-3	28
Cc1c(Cl)cccc1N=C1NC(=O)CS1	2	-3	0
COc1ccc(C(=O)Nc2nc(C)cs2)cc1S(=O)(=O)N1CCOCC1	-1	2	1
Cc1ccc(NC(=S)NNC(=S)NNc2ccccc2)cc1C	23	-1	-34
O=C(COC(=O)c1cccc(F)c1)Nc1cccc(S(=O)(=O)N2CCCCC2)c1	-2	-4	-1
COc1ccccc1N=NNc1ccccc1OC	19	-1	21
Cc1ccc(C(=O)OCC(=O)NC2CCCCCCC2)cc1C	-8	-2	-1
C=CCC1(CC=C)CCCN1C(=O)C1CCC(=O)N(Cc2ccc(Cl)cc2)C1 (stereo not drawn)	-8	-5	2
S=c1[nH]cc2cnccn12	3	5	3
C[C@H](NC(=O)c1ccccc1)C(=O)OCC(=O)Nc1ccc(Cl)cn1	-3	8	1
CCN(CC(=O)Nc1ccc2c(c1)OCCO2)C(=O)COc1ccc(C(C)=O)cc1	-1	12	-8
CCc1nnc(NC(=O)c2ccc3c(=O)n4c(nc3c2)CCC4)s1	-1	-2	-3
Nc1nccc2c1ncn2C1OC(CO)C(O)C1O (stereo not drawn)	-3	3	-1
Cc1cc(C(=O)N2CCc3ccccc32)ccc1[N+](=O)[O-]	1	-10	0
COc1ccc(CCNC(=O)COC(=O)C2=NNC(=O)CC2)cc1	-2	-2	-1
O=C(COC(=O)C1COc2ccccc2O1)c1ccccc1 (stereo not drawn)	-1	-5	0
CC1CCCCC1=NNC(=O)c1ccccc1 (stereo not drawn)	0	1	-30
CC(Nc1ccc(Br)cc1)C(=O)NC(=O)NC1CCCCC1 (stereo not drawn)	1	-10	-4
O=P(c1ccccc1)(c1ccccc1)C(O)c1cccs1 (stereo not drawn)	2	5	-5
CCCCn1c(N)c(N(CCOC)C(=O)c2oc3c(Cl)cccc3c2C)c(=O)[nH]c1=O	-3	-3	-1
CC1CCCCC1NC(=O)CN1CCC(NC(=O)C(C)(C)C)CC1 (stereo not drawn)	0	-1	10
COc1ccc2nc(C)cc(Nc3ccccc3OC)c2c1	0	1	1
The results go on.
SMILES	DAGLB inh	PKA-R2B activ	NSD2 inh
COc1ccc(C(=O)COC(=O)c2cc(=O)c3ccccc3o2)c(OC)c1	-3	-12	-3
O=C(O)CSc1c(Cl)c(=O)oc2ccc(Cl)cc12	-2	-15	3
N#CC(=Cc1ccccn1)c1nc(-c2ccc(Cl)cc2)cs1	-30	-11	3
CN(NS(=O)(=O)c1ccc([N+](=O)[O-])cc1)c1ccccc1	-6	3	-2
N#Cc1ccc(OCC(=O)NCCCN2CCCC2=O)cc1	-2	5	-6
Cc1cc(=O)n2c(nc3ccccc32)s1	-3	2	-1
COc1cccc(NC(=S)NC(Cc2ccccc2)c2ccccc2)c1 (stereo not drawn)	-6	-7	0
CSc1ccccc1C(=O)C1CCCN(C(=O)c2cccc(Cn3cccn3)c2)C1 (stereo not drawn)	-2	2	-1
O=C(Nc1ccc(Cl)cn1)c1cccc(S(=O)(=O)N2CCCCCC2)c1	-4	20*	-1
CC(C)(C)NC(=O)C(c1ccc(O)cc1)N(Cc1ccc2c(c1)OCO2)C(=O)CCl (stereo not drawn)	-2	-1	20
CN(Cc1ccc(Cl)cc1Cl)C(=O)C1CSC2(C)CCC(=O)N12 (stereo not drawn)	-2	-5	0
COc1ccc(NC(=O)c2ccc(-c3ccc(F)cc3)o2)cc1OC	-2	-17	0
C/C(=N\NC(=O)c1nnn(-c2nonc2N)c1CSc1ccc(C)cc1)c1cccs1	-7	-4	18
CC1Cc2ccccc2N1C(=O)CSc1ccccn1 (stereo not drawn)	-2	-11	-3
CC(NC(=O)CN1c2cccc3cccc(c23)S1(=O)=O)c1ccccc1 (stereo not drawn)	-2	4	46
O=C(C=Cc1ccc2c(c1)OCO2)C=Cc1ccc2c(c1)OCO2	-9	15	-1
COC1CC(N)C2OC(c3ccccc3)OCC2O1 (stereo not drawn)	-3	-2	-1
CC(C)c1cc(C(=O)OCC(=O)NC2CCS(=O)(=O)C2)c(O)c(C(C)C)c1 (stereo not drawn)	0	-3	-3
O=[N+]([O-])c1cc2ccccc2c(O)c1O	14	1	46
Cc1cccc(C)c1NC(=O)CNC(=O)c1ccc(N2CCOCC2)c([N+](=O)[O-])c1	0	-5	-7
COc1ccc(CCN2CC(C(=O)NCc3cn(C)nc3C)CCC2=O)cc1 (stereo not drawn)	-2	-1	1
CCCc1cc(C(=O)OCC(=O)NCCc2ccccc2)sc1C	-9	-12	-3
N#CC1C(=O)Nc2cccnc21 (stereo not drawn)	1	3	121*
Cc1ccc(CCN2CC(C(=O)NC3CCC(C)CC3)CC2=O)cc1 (stereo not drawn)	1	-2	-2
CC(=O)c1ccc2c3c(ccc([N+](=O)[O-])c13)CC2	-1	-6	2

Rewritten with the structure last: 5 of the compounds above.
DAGLB inh	PKA-R2B activ	NSD2 inh	SMILES
-9	15	-1	O=C(C=Cc1ccc2c(c1)OCO2)C=Cc1ccc2c(c1)OCO2
-3	-2	-1	COC1CC(N)C2OC(c3ccccc3)OCC2O1 (stereo not drawn)
0	-3	-3	CC(C)c1cc(C(=O)OCC(=O)NC2CCS(=O)(=O)C2)c(O)c(C(C)C)c1 (stereo not drawn)
14	1	46	O=[N+]([O-])c1cc2ccccc2c(O)c1O
0	-5	-7	Cc1cccc(C)c1NC(=O)CNC(=O)c1ccc(N2CCOCC2)c([N+](=O)[O-])c1

(cont.)
SMILES	DAGLB inh	PKA-R2B activ	NSD2 inh
COc1ccc(OC)c(C=NNC(=O)NN=Cc2cc(OC)ccc2OC)c1	2	-4	-1
Cc1ccc(C(=O)CCC(=O)N2CCN(C/C=C/c3ccccc3)CC2)cc1	0	-9	0
N#Cc1nc2ccccc2n1OCc1ccccc1	-6	5	-2
CSc1ncccc1C(=O)OC(C)C(=O)Nc1ccc2c(c1)OCCO2 (stereo not drawn)	-5	-7	-1
O=C(O)Cc1ccc(NS(=O)(=O)c2ccc3c(c2)OCCO3)cc1	-1	-4	1
O=C(OCC(=O)N1CCOCC1)c1cncc(Br)c1	2	-2	-2
COc1ccc(OC)c(N(CCN2C(=O)c3ccccc3C2=O)C(=O)CCl)c1	-1	3	-1
CC(C)CCC(=O)Nc1cc(S(=O)(=O)N2CCOCC2)ccc1N1CCCC1	1	16	-2
CCOc1ccc(CCNC(=O)COC(=O)c2ccc(C)c(S(=O)(=O)N3CCOCC3)c2)cc1OCC	-12	-1	2
O=C(O)C(CCc1ccccc1)N1CCOCC1 (stereo not drawn)	0	4	-7
COCCCn1c(SCC(=O)N2CCCC2=O)nc2ccccc2c1=O	-2	-6	0
O=C(CSc1ccc2nnc(-c3cccnc3)n2n1)Nc1ccccc1F	0	0	-1
CCn1c2ccccc2nc2cc3c(cc21)c(Cl)c(=O)c1ccccc13	1	3	8
O=C(CNc1ccc(C(F)(F)F)cc1)Nc1cccc(S(=O)(=O)N2CCCCC2)c1	-12	-20	7
COc1ccccc1C(=O)Nc1ccnn1C1CCN(C2CCCCC2)CC1	0	7	-1
Cc1ccc(S(=O)(=O)N(C)C)cc1NC(=O)C(C)OC(=O)CC1CC2CCC1C2 (stereo not drawn)	-2	-6	-4
Cn1c(N)c(C(=O)CN2CCN(S(=O)(=O)c3ccccc3C#N)CC2)c(=O)n(C)c1=O	-5	-6	-2
COc1ccc(S(=O)(=O)N2CCC(C(=O)N[C@@H](C)C(=O)N3CCCC3)CC2)cc1	-2	4	0
CC1(C)CC2(OC2c2ccccc2)C(=O)c2ccccc21 (stereo not drawn)	-9	2	-3
O=C(CS(=O)(=O)Cc1ccccc1)c1ccccc1	-3	1	-1
COc1cc(NC(=O)c2sc3ncn(CC(=O)N4CCCCC4C)c(=O)c3c2C)cc(OC)c1OC (stereo not drawn)	2	-5	1
COc1ccc(CCNC(=O)C(=O)c2cn(CC(=O)N3CCCC3)c3ccccc23)cc1	-1	2	-2
COc1ccc(CCNC(=O)CN(c2ccccc2)S(=O)(=O)c2ccccc2)cc1	-4	-1	-1
CCC1=C(Nc2ccccc2)COC1=O	-1	-2	1
O=[N+]([O-])c1ccc(Sc2ccncn2)c([N+](=O)[O-])c1	-27	5	6

4 entries from above, with each value named:
CCOc1ccc(CCNC(=O)COC(=O)c2ccc(C)c(S(=O)(=O)N3CCOCC3)c2)cc1OCC
  DAGLB inh = -12	PKA-R2B activ = -1	NSD2 inh = 2

O=C(O)C(CCc1ccccc1)N1CCOCC1 (stereo not drawn)
  DAGLB inh = 0	PKA-R2B activ = 4	NSD2 inh = -7

COCCCn1c(SCC(=O)N2CCCC2=O)nc2ccccc2c1=O
  DAGLB inh = -2	PKA-R2B activ = -6	NSD2 inh = 0

O=C(CSc1ccc2nnc(-c3cccnc3)n2n1)Nc1ccccc1F
  DAGLB inh = 0	PKA-R2B activ = 0	NSD2 inh = -1

(next part)
SMILES	DAGLB inh	PKA-R2B activ	NSD2 inh
COc1ccc(Br)cc1CNC(=O)C1CCCN(S(=O)(=O)N2CCC(C)CC2)C1 (stereo not drawn)	-4	4	-1
C=CCNC(=O)CN1C(=O)CSc2ccc(S(=O)(=O)N3CCOCC3)cc21	-1	10	-1
O=C(COC(=O)c1cc([N+](=O)[O-])ccc1N1CCOCC1)NCc1ccccc1	0	2	2
O=C1c2cccc3cccc(c23)C(=O)N1CCO	0	3	-3
Cc1ccc(CS(=O)Cc2ccc(C(=O)N3CCN(c4cccc(C)c4C)CC3)o2)cc1 (stereo not drawn)	0	-10	1
c1cc2[nH]c3ccncc3c2cn1	-3	-3	1
COc1cc(OC)c(C=Cc2ccncn2)c(OC)c1	0	-3	1
CCOC(=O)c1c(C)[nH]c(C)c1C(=O)COC(=O)c1nn(CC)c(=O)c2ccccc12	-4	0	2
CCOC(=O)C(=O)Nc1ccc(S(=O)(=O)Nc2nccc(C)n2)cc1	-3	0	9
c1ccc2c(c1)nnn2-c1ccncc1	-5	-9	-1
Cc1cccc(Cn2c(NC3CCCC3)nc3c2c(=O)[nH]c(=O)n3C)c1	2	-9	2
O=C(NC1CCCCC1)c1ccc2ccccc2c1O	-12	2	-3
CCOC(=O)C1=C(C)OC(=CC=Cc2ccccc2)C1=O	3	-4	0
COc1ccc(S(=O)(=O)N2CCC(C(=O)NN3CCCCC3)CC2)cc1	0	-7	1
O=C(O)C(=Cc1ccncc1)c1cccc2ccccc12	-1	-2	0
CC(=O)Nc1ccc(S(=O)(=O)N(CC(=O)NCC2CCCO2)Cc2ccccc2Cl)cc1 (stereo not drawn)	0	-2	1
Cc1ccc(S(=O)(=O)N2CCCCC2)cc1NC(=O)COC(=O)C1CC1	-3	2	0
O=C(CCN1CCCCO1)NC1CCCc2c1cnn2-c1ccc(F)cc1F (stereo not drawn)	-2	-5	-5
COc1cccc(NC(=O)CSCc2nc3sc(C)c(C)c3c(=O)[nH]2)c1	1	0	0
O=C(Nc1cc(S(=O)(=O)N2CCOCC2)ccc1OCC(F)(F)F)C1CCCC1	-4	2	-1
CCOC(=O)C1(C#N)C(=O)CSC1=Nc1ccccc1Cl (stereo not drawn)	-3	-5	3
Nc1cc(C(=O)N2CCN(c3ccccc3Cl)CC2)ccc1N1CC2CC(C1)c1cccc(=O)n1C2 (stereo not drawn)	0	17	4
CCCc1cc(CCC)n2nc(N)nc2n1	0	-5	5
O=C(Nc1ccc([N+](=O)[O-])cc1)c1cccc([N+](=O)[O-])c1	1	0	4
Cc1cc(C(=O)NNC(C)Cc2ccccc2)no1 (stereo not drawn)	-1	-11	-4
Next part
SMILES	DAGLB inh	PKA-R2B activ	NSD2 inh
CCN(CC(=O)Nc1c(F)cccc1F)C(=O)CCCSc1nc2ccccc2[nH]1	3	4	-2
CCOC(=O)CCCN(c1[nH]c(C)c(C)c1C#N)S(=O)(=O)c1ccc(C)cc1	-3	-2	-4
Cc1cc(C)c(S(=O)(=O)N2CCOC23CCN(S(C)(=O)=O)CC3)c(C)c1	-2	9	-7
CCN(c1ccccc1)S(=O)(=O)c1cccc(C(=O)NCC(c2ccc(OC)cc2)N2CCCCC2)c1 (stereo not drawn)	-4	-8	1
CCN(c1ccc(OC)cc1)S(=O)(=O)N1CCCC(C(=O)NCc2ccc(OC(C)C)cc2)C1 (stereo not drawn)	-4	-11	-1
Cc1cc(OCC(=O)Nc2nnc(C3CC3)s2)ccc1Cl	-6	-12	-2
O=C(NC(Cc1nn[nH]n1)C(=O)OCc1ccccc1)OCc1ccccc1 (stereo not drawn)	1	0	0
Cn1c(/N=C(\N)c2ccccc2)nc2ccccc21	-2	4	-1
Cc1ccc(C(=O)O)cc1NCc1cccnc1	-1	-6	-2
COc1ccc(NC(=O)CNCc2cccs2)c(OC)c1	1	-8	2
O=C(Nc1nnc(-c2ccco2)o1)c1ccc(S(=O)(=O)N2CCCCC2)cc1	-4	7	-4
O=C(COC(=O)c1cc(=O)c2ccccc2o1)NCc1ccc(Cl)cc1	-2	-5	-2
CC(=O)N1CCOC12CCN(Cc1ccccc1)CC2	0	-6	-1
CC(Nc1nc(-c2cccnc2)nc2ccccc12)c1ccccc1 (stereo not drawn)	-1	-2	-1

High-throughput results as filed in PubChem.
